JMJD2E inh: qHTS Assay for Inhibitors of Human Jumonji Domain Containing 2E (JMJD2E). Potency, µM (highest dose often 57.1 µM), without a hit: at the highest dose activity change, negative = inhibition, usual class: inhibitors. AID 2147, 2009. JMJD2E catalytic domain, FDH-coupled NADH fluorescence (FDH is formaldehyde dehydrogenase). Lysine-specific demethylase 4E (Homo sapiens), B2RXH2. 230,000 compounds, 1.6% hits; active = well fitted inhibition curve with a large enough effect, not every such curve was filed as active; inconclusive = small, poorly fitted or top-dose-only effect, or another doubt; inactive = no such curve, though single readings can be large or run the other way;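 also: 0% = wells with enzyme and -100% = buffer wells without enzyme; nearly all actives have a fitted effect of over 50% in size; many of its hits are not listed in these tables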
TR SRC2 fluor cs: Total Fluorescence Counterscreen for Inhibitors of the Interaction of Thyroid Hormone Receptor and Steroid Receptor Coregulator 2 | TRb/SRC2 Texas Red total fluorescence interference | Potency, µM (doses to about 106 µM), for the others: at the highest dose fluorescence change, negative = quenching | 280,000 compounds, 0.29% hits; active = well fitted curve in either direction with a large enough effect; inconclusive = small, poorly fitted or top-dose-only effect; also: % is scaled to controls: 0 for no effect and ±100 for the full control effect
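Human TRb ligand-binding domain at 0.6 uM with 20 nM Texas Red SRC2 peptide in Tris buffer containing 1 uM T3 and 5% DMSO, incubated with compound 5 h at ambient temperature. Total fluorescence (555/632 nm) calculated as parallel + 2 × perpendicular.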
SMN2 splice up: qHTS Assay for Enhancers of SMN2 Splice Variant Expression; HEK293 SMN2-luciferase splicing reporter, luminescence, 30-36 h; Potency, µM (top dose mostly 46.1 µM), for the others: at the highest dose activity change, positive = activation, usual class: activators; 210,000 compounds, 2.8% hits; AID 1458, 2008; also: % of control where 0% means no effect; nearly all actives have a fitted effect of over 55% in size
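qHTS luciferase splicing reporter: luminescence rises when SMN2 exon 7 is included in transfected HEK293 cells. Compound exposure lasted 30-36 h at 37C, with 4.5 mM final sodium butyrate as control, followed by a ONE-Glo read.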
ALDH1A1 inh: qHTS Assay for Inhibitors of Aldehyde Dehydrogenase 1 (ALDH1A1); AID 1030, 2008; 220,000 compounds, 7.3% hits; Purified ALDH1A1, NADH fluorescence, propionaldehyde substrate; Aldehyde dehydrogenase 1A1 (Homo sapiens), P00352; Potency, µM (doses to about 75.3 µM), for inactives: top-dose activity, negative = inhibition, most hits filed as inhibitors; active = well fitted inhibition curve with a large enough effect, not every such curve was filed as active; inconclusive = small, poorly fitted or top-dose-only effect, or another doubt; inactive = no such curve, though single readings can be large or run the other way;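 also: plate controls were no enzyme wells and a reference inhibitor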
TRb-SRC2 inh: qHTS for Inhibitors of the Interaction of Thyroid Hormone Receptor and Steroid Receptor Coregulator 2; TRbeta-SRC2 peptide binding, fluorescence polarization; receptor liganded with 1 µM T3; Potency, µM (top dose mostly 106 µM), inactives show at the top dose activity change, negative = inhibition, hits mostly inhibitors; 280,000 compounds, 0.065% hits; AID 1469, 2008;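 also: plate controls were bound peptide for no effect and peptide without receptor for full effect; nearly all actives have a fitted effect of over 50% in size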
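Polarization signal, normalized between peptide-alone and full complex controls, measured compound effects on T3-liganded human TRb LBD (0.6 uM) binding 20 nM Texas Red SRC2 peptide after 5 hr.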
GoLoco inh red: qHTS Assay for Inhibitors of RGS12 GoLoco Motif Activity (Red Fluorophore); Gai1:RGS12 GoLoco peptide FP, rhodamine, 10 min; 230,000 compounds, 0.44% hits; Potency, µM (top dose mostly 61.6 µM), for inactives: at the highest dose activity, negative = inhibition, most hits filed as inhibitors; active = well fitted inhibition curve with a large enough effect, not every such curve was filed as active; inactive = no such curve, though single readings can be large or run the other way; also: % is scaled to controls: 0 for no effect and ±100 for the full control effect; nearly all actives have a fitted effect of over 30% in size; many of its hits are not listed in these tables
Target sequence (P63096 whole entry, looked up): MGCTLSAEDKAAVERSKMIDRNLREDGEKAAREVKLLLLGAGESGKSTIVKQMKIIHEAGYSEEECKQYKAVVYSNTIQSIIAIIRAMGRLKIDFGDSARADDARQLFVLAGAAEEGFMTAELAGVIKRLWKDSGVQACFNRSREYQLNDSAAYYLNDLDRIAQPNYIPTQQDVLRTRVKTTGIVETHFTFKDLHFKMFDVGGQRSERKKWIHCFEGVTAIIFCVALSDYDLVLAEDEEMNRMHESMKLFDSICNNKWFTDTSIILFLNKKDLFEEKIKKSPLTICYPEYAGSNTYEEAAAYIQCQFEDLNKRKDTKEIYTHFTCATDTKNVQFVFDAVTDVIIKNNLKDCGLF
RECQ1 helicase: qHTS Assay for Inhibitors of RecQ-Like Dna Helicase 1 (RECQ1); ATP-dependent DNA helicase Q1 (Homo sapiens), P46063; RECQ1 DNA unwinding, red fluorescence kinetic read; Potency, µM (series often up to 57.3 µM), inactives show top-dose activity, negative = inhibition, most hits filed as inhibitors; 240,000 compounds, 0.54% hits;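 also: plate controls were vehicle for no effect and no enzyme for full effect; nearly all actives have a fitted effect of over 30% in size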
Target sequence (P46063 whole entry, looked up): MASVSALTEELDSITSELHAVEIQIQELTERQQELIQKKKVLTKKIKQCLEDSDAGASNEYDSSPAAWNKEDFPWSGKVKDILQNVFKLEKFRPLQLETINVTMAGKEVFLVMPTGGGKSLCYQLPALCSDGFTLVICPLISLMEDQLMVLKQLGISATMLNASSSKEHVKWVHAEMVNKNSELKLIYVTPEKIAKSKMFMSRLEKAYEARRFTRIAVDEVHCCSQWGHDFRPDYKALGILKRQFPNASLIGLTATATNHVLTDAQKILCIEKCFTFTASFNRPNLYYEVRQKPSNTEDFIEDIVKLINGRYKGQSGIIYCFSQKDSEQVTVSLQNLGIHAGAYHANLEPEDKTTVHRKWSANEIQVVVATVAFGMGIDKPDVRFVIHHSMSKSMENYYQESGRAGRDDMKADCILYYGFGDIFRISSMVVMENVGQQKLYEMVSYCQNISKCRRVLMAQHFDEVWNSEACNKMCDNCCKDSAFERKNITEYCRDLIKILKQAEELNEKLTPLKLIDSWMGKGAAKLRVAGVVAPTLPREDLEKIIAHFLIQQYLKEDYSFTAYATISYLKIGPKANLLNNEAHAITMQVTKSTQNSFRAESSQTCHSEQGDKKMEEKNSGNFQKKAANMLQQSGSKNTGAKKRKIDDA
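50 nM RECQ1T1 preincubated 15 min with compound in Tris pH 8.0 buffer with MgCl2, DTT, Tween-20 and 2.5 ug/ml poly(dI-dC); started with 200 nM TAMRA/BHQ-2 forked duplex and 2 mM ATP. Unwinding read as fluorescence (525/598 nm), two reads 2 h apart.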
Lamin A splicing: qHTS Assay for Modulators of Lamin A Splicing | 200,000 compounds, 0.01% hits | Potency, µM (titrated, usually from 46.1 µM), without a hit: at the top dose ratio change, negative = inhibition, most hits filed as inhibitors | HeLa LMNA splicing GFP/RFP minigene ratio, 48 h | AID 1487, 2009; active = well fitted inhibition curve with a large enough effect in the signal ratio, with a control signal flat, not every such curve was filed as active; inconclusive = small, poorly fitted or top-dose-only effect, or effect the other way, or a change in a side signal; the % refers to the signal ratio; also: % is scaled to controls: 0 for no effect and ±100 for the full control effect
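S3 HeLa stable clones carrying a lamin A-EGFP splicing minigene plus DsRed2 were seeded at 600 cells/well in Opti-MEM with 2% FBS, pin-dosed and incubated 48 h at 37°C. Acumen cytometry (488 nm) gave the GFP/RFP total-intensity ratio.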
An asterisk follows results filed as active; i = inactive; ? = inconclusive; . = no result given; [ ] = remark or other dose. Unless noted, calls follow the shape of the dose curve; as a rule, active = well fitted curve in the direction sought with a large enough effect; inconclusive = small, poorly fitted or top-dose-only effect, or another doubt; inactive = no such curve, though single readings can be large; an effect the other way counts as inactive or inconclusive. Potency is read from the fitted curve at half-maximal effect. Not all compounds are listed; the hit share may differ from the screen's.

1	CCOc1cc(C2CC(=O)NC(SCC)=C2C#N)ccc1O (configuration not stated)
2	Cc1ccn2cc(-c3cnoc3C)nc2c1
3	CN(C)S(=O)(=O)N(CC(=O)Nc1ccccc1)c1ccccc1
4	O=C(CC1NCCNC1=O)Nc1cc(Cl)cc(Cl)c1 (configuration not stated)
5	CCOC(=O)CCCC(=O)N1CCOCCOCCOCC1
6	CCOC(=O)C1CCN(S(=O)(=O)c2ccc(Cl)nc2)CC1

assay / entry,1,2,3,4,5,6
JMJD2E inh,9%,?,3%,3%,8%,5%
TR SRC2 fluor cs,0%,-1%,-2%,0%,-5%,-1%
SMN2 splice up,3%,2%,-13%,-19%,.,.
ALDH1A1 inh,-7%,?,-1%,2%,.,.
TRb-SRC2 inh,4%,1%,1%,2%,-3%,-6%
GoLoco inh red,5%,6%,4%,-5%,-7%,1%
RECQ1 helicase,-4%,-12%,1%,-2%,-13%,-6%
Lamin A splicing,-3%,-5%,-1%,-7%,.,.

7	CCc1ccc(NC(=O)CS(=O)CC(=O)NCCCc2ccccc2)cc1 (configuration not stated)
8	CCn1c(COc2ccccc2C)nnc1SCC(=O)N1CCN(c2ccccc2)CC1
9	CCC(NC(=O)NCc1ccc2c(c1)OCO2)(C(F)(F)F)C(F)(F)F
10	CC(NS(C)(=O)=O)C(c1cccs1)N1CCN(C)CC1 (configuration not stated)
11	CC(C)(C)N(Cc1cc2ccccc2[nH]c1=O)C(=O)C1CCCCC1
12	Fc1ccc(C2=Nc3cccc4cccc(c34)N2)cc1

assay / entry,7,8,9,10,11,12
JMJD2E inh,-4%,7%,-2%,8%,?,-2%
TR SRC2 fluor cs,2%,-1%,-2%,0%,-5%,0%
SMN2 splice up,-2%,-81%[inhibitor],11%,11%,-32%,-14%
ALDH1A1 inh,9%,8%,3%,12%,?,-10%
TRb-SRC2 inh,-2%,-11%,-5%,-22%,7%,-1%
GoLoco inh red,24%,3%,12%,-1%,-3%,-27%
RECQ1 helicase,-6%,-1%,4%,-9%,4%,8%
Lamin A splicing,1%,?,3%,-4%,?,.

13	CC(=O)c1c(C)[nH]c(C(=O)Nc2ccc(C)c(S(=O)(=O)N(C)C)c2)c1C
14	Cc1nnc(SCC(=O)NCc2ccccc2)n1-c1ccccc1
15	Cc1ccc(NC(=S)N(CCN(C)C)C(C)c2cccnc2)c(C)c1 (configuration not stated)
16	Cn1c(=O)c2c(nc(CN3CCCCC3)n2CCc2ccccc2)n(C)c1=O
17	CCOC(=O)C1=c2s/c(=C\c3cccnc3)c(=O)n2C(N)=C(C(=O)OC)C1c1cccnc1 (configuration not stated)
18	Cc1ccc(N(C(=O)Cc2c[nH]c3ccccc23)C(C(=O)NC2CCCCC2)c2ccco2)cc1 (configuration not stated)

assay / entry,13,14,15,16,17,18
JMJD2E inh,4%,6%,-16%,-1%,8%,7%
TR SRC2 fluor cs,1%,1%,-6%,2%,-6%,-2%
SMN2 splice up,-19%,-17%,-3%,-8%,21%,12%
ALDH1A1 inh,6%,20%,5%,?,9%,-6%
TRb-SRC2 inh,-4%,-2%,-3%,-1%,-3%,-5%
GoLoco inh red,5%,4%,6%,8%,14%,3%
RECQ1 helicase,-1%,i,-11%,-3%,1%,-16%
Lamin A splicing,-9%[9.22 µM],11%,-4%[46 µM],1%,-3%,-23%

From entry 12 up to 18, copied from above:
12	Fc1ccc(C2=Nc3cccc4cccc(c34)N2)cc1
13	CC(=O)c1c(C)[nH]c(C(=O)Nc2ccc(C)c(S(=O)(=O)N(C)C)c2)c1C
14	Cc1nnc(SCC(=O)NCc2ccccc2)n1-c1ccccc1
15	Cc1ccc(NC(=S)N(CCN(C)C)C(C)c2cccnc2)c(C)c1 (configuration not stated)
16	Cn1c(=O)c2c(nc(CN3CCCCC3)n2CCc2ccccc2)n(C)c1=O
17	CCOC(=O)C1=c2s/c(=C\c3cccnc3)c(=O)n2C(N)=C(C(=O)OC)C1c1cccnc1 (configuration not stated)
18	Cc1ccc(N(C(=O)Cc2c[nH]c3ccccc23)C(C(=O)NC2CCCCC2)c2ccco2)cc1 (configuration not stated)

assay / entry,12,13,14,15,16,17,18
JMJD2E inh,-2%,4%,6%,-16%,-1%,8%,7%
TR SRC2 fluor cs,0%,1%,1%,-6%,2%,-6%,-2%
SMN2 splice up,-14%,-19%,-17%,-3%,-8%,21%,12%
ALDH1A1 inh,-10%,6%,20%,5%,?,9%,-6%
TRb-SRC2 inh,-1%,-4%,-2%,-3%,-1%,-3%,-5%
GoLoco inh red,-27%,5%,4%,6%,8%,14%,3%
RECQ1 helicase,8%,-1%,i,-11%,-3%,1%,-16%
Lamin A splicing,.,-9%[9.22 µM],11%,-4%[46 µM],1%,-3%,-23%

Other results follow.
19	COC(=O)c1c(NC(=O)CN2CCN(S(=O)(=O)c3ccccc3[N+](=O)[O-])CC2)sc2c1CCC(C)C2 (configuration not stated)
20	Cc1cccc(N=CC=C2OC(C)(C)C(C)(C)O2)c1
21	CCOc1ccc(C2C(C(=O)O)c3ccccc3C(=O)N2CCN2CCOCC2)cc1 (configuration not stated)
22	CC(=O)NC(Cc1ccc(F)cc1)C(=O)NC1CCN(c2nnnn2-c2ccccc2)CC1 (configuration not stated)
23	COc1cc(OC)c(C2=NOC(C(=O)N3CCN(C(=O)c4ccco4)CC3)C2)cc1Cl (configuration not stated)
24	COc1ccc(-n2nnnc2SCC(=O)c2ccc3c(c2)OCCO3)c(OC)c1

assay / entry,19,20,21,22,23,24
JMJD2E inh,3%,?,0%,1%,-1%,-3%
TR SRC2 fluor cs,0%[53 µM],-5%,3%,-6%,-1%,0%
SMN2 splice up,-4%,-11%,-2%,-27%,-9%,-46%[inhibitor]
ALDH1A1 inh,2%,?,5%,1µM*,-12%,?
TRb-SRC2 inh,1%[53 µM],5%,-20%,-3%,-2%,-3%
GoLoco inh red,6%,10%,1%,1%,-7%,1%
RECQ1 helicase,-14%,1%,-5%,-1%,i,0%
Lamin A splicing,-2%,-12%,?,8%,?,?

25	CCOC(=O)c1c(-c2ccccc2)csc1NC(=O)/C(C#N)=C/c1ccc(OC)c(OC)c1
26	O=[N+]([O-])c1cccc(-c2ccc(/C=N/n3c(-c4ccccc4)n[nH]c3=S)o2)c1
27	O=C(NCCc1ccccc1)c1ccc(Cl)c([N+](=O)[O-])c1
28	COc1ccc(-c2ccc3nnc(SCC(N)=O)n3n2)cc1
29	CCN(CC)c1ccc(NC(=O)c2cncc(Br)c2)cc1
30	O=C(CNC(=O)c1ccccc1)NCCO

assay / entry,25,26,27,28,29,30
JMJD2E inh,2%,3%,2%,?,-10%,6%
TR SRC2 fluor cs,0%,1%,-4%[53 µM],-1%,-1%,-3%
SMN2 splice up,-6%,7%,?,-4%,?,-10%
ALDH1A1 inh,9%,0%,-14%,?,-11%,17%
TRb-SRC2 inh,3%,3%,-16%[53 µM],-2%,-15%,1%
GoLoco inh red,6%,10%,3%,1%,-8%,10%
RECQ1 helicase,-4%,-18%,i,-4%,-5%,-4%
Lamin A splicing,-5%,-4%,2%[0.0737 µM],.,20%,1%[46 µM]

31	O=C(O)c1cc(-c2ccc(Cl)cc2)n[nH]1
32	Oc1ccc(/C=N/Nc2cc(N3CCOCC3)nc(N3CCOCC3)n2)cc1O
33	CC(C)N1CCN(Cc2nc3ccccc3s2)CC1CCO (configuration not stated)
34	CN(C)CCNC(=O)C1CC(=O)N(c2ccc(F)c(Cl)c2)C1 (configuration not stated)
35	Cc1ccc2nc(Nc3nc(-c4ccccc4)cc(=O)[nH]3)nc(C)c2c1
36	O=C(Nc1ccc(F)cc1F)c1ccc(-n2cccn2)c([N+](=O)[O-])c1

assay / entry,31,32,33,34,35,36
JMJD2E inh,-5%,28µM*,-1%,-4%,4%,-1%
TR SRC2 fluor cs,2%,-13%,-1%,-1%,0%,-1%
SMN2 splice up,-3%,25%,0%,3%,-21%,-12%
ALDH1A1 inh,4%,-8%,-1%,11%,23%,?
TRb-SRC2 inh,-6%,9%,1%,10%,1%,0%
GoLoco inh red,4%,13%,0%,-5%,4%,0%
RECQ1 helicase,-4%,-6%,i,-4%,-7%,i
Lamin A splicing,8%,-15%,1%[46 µM],12%,?,?

37	CC1CN(c2ncnc3c2c(-c2ccccc2)cn3-c2ccc(F)cc2)CC(C)O1 (configuration not stated)
38	COc1cc(C2Nc3ccccc3C(=O)N2NS(C)(=O)=O)ccc1O (configuration not stated)
39	O=C(O)CC(NCc1ccco1)C(=O)Nc1cccc(O)c1 (configuration not stated)
40	CC(C)(C)CC(=O)Nc1nnc(C(F)(F)F)s1
41	O=C(CSC(=S)N1CCOCC1)Nc1nc(=O)c2ccccc2s1
42	O=C(OCCCc1ccncc1)c1ccc(S(=O)(=O)N2CCOCC2)cc1
43	CCOC(=O)C1=C(N)OC2=C(C(=O)CCC2)C1c1cccs1 (configuration not stated)
44	CCCOC(=O)CSc1nc(N)c(C#N)c(CC)c1C#N

assay / entry,37,38,39,40,41,42,43,44
JMJD2E inh,-23%,?,-2%,-5%,-2%,2%,-8%,?
TR SRC2 fluor cs,-2%,0%,0%,1%,-4%[53 µM],0%,2%,-2%
SMN2 splice up,-32%[inhibitor],.,.,-8%,27%,-5%,-10%,2%
ALDH1A1 inh,9%,.,.,2%,6.3µM*,?,-1%,?
TRb-SRC2 inh,-3%,10%,-6%,-2%,5%[53 µM],-1%,-5%,1%
GoLoco inh red,1%,-5%,1%,5%,-13%,-7%,3%,3%
RECQ1 helicase,-7%,-3%,i,-3%,-17%,i,-12%,1%
Lamin A splicing,.,.,.,5%,-13%,-4%,7%,-7%
